High-throughput results: PubChem, several laboratories
IDE cell inh: human IDE inhibitors in live cells, primary screen, fluorescence polarization, HEK cells, FAbetaB substrate; FAbetaB cleavage; inhibition, % at 5.59 µM; hit rate 0.41% among 320,000;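 active = percent inhibition above the average of all tested compounds plus 3 SD, set per screening campaign, cut at about 16% in these data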;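 note: IDE supplied by intact live HEK cells; FP after avidin binding of uncleaved biotin substrate so inhibition keeps polarization high; 0% = DMSO wells and 100% = 60 µM reference IDE inhibitor Ii1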
PHOSPHO1 block: PubChem AID 1565; hit rate 1.1% among 290,000; inhibition, % at 13.3 µM; recombinant PHOSPHO1, absorbance phosphatase assay; Phosphoethanolamine/phosphocholine phosphatase (Homo sapiens), Q8TCT1; in the data active = inhibition above about 60%
Target sequence (Q8TCT1 whole entry, looked up): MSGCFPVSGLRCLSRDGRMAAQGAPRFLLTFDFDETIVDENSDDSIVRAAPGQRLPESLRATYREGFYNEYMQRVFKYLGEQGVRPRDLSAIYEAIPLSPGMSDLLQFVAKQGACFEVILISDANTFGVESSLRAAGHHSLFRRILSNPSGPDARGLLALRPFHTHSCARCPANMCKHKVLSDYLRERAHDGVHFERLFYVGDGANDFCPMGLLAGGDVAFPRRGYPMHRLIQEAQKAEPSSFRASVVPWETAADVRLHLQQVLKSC
IMP-1 inhibitor: IMP-1 metallo-beta-lactamase inhibitors, primary screen, biochemical, epi-absorbance readout, Pseudomonas aeruginosa enzyme; hit rate 0.45% among 290,000; purified IMP-1, nitrocefin hydrolysis, epi-absorbance fluorescence; AID 1556, 2009; inhibition, % at 5.6 µM;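 active = inhibition above the mean plus 3 SD of all compounds in the same screening run, cut at about 4.5% in these data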;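 note: 0% = IMP-1 with DMSO and 100% = DMSO wells lacking enzyme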
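Test system: recombinant IMP-1 enzyme, purified / Medium: HEPES buffer pH 7.1 with ZnSO4 and Brij 35 / Doses: single dose, 5.6 µM / Times: 25 °C, 15 min preincubation, 25 min reaction / Detection: Epi-absorbance via hydrolysed-nitrocefin quenching of white-plate fluorescence, 480/530 nm, EDTA stop / Evaluation: percent inhibition from optical density relative to buffer-blank wells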
IDE act: human IDE activators in live cells, primary screen, fluorescence polarization, HEK cells, FAbeta-B substrate. Insulin-degrading enzyme (Homo sapiens), P14735. FAbeta-B cleavage; 0% vehicle, 100% cell-free pure enzyme wells. activation, % at 5.96 µM. hit rate 0.073% among 340,000;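 active = activation above the mean of all tested compounds plus 3 SD, set per screening campaign, cut at about 17% in these data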
GPR7 antagonist: GPR7 receptor antagonists, primary screen, cell-based, fluorescence, single concentration; Neuropeptides B/W receptor type 1 (Homo sapiens), P48145; GPR7-expressing cells, fluorescence antagonist assay; inhibition, % at 4.4 µM; hit rate 1.1% among 290,000; AID 1861, 2009; in the data active = inhibition above about 16%, passing the limit was not always enough;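 note: cells stimulated with the agonist NPW; 0% = agonist with vehicle and 100% = vehicle without agonist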
Target sequence (P48145 whole entry, looked up): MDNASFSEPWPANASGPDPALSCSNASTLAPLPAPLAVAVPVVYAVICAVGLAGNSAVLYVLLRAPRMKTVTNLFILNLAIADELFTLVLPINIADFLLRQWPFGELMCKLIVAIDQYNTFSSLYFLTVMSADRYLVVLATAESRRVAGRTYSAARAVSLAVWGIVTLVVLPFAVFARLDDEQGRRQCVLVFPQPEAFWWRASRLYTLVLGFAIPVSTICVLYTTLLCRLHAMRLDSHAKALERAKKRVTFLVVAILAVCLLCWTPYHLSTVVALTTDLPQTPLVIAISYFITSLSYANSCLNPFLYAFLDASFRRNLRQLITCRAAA
VIM-2 inh: VIM-2 metallo-beta-lactamase inhibitors, primary screen, biochemical, epi-absorbance readout, Pseudomonas aeruginosa enzyme. purified VIM-2, nitrocefin hydrolysis, epi-absorbance fluorescence. inhibition, % at 5.6 µM. hit rate 0.89% among 290,000. AID 1527, 2009;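 active = inhibition above the mean of all tested compounds plus 3 SD, cutoff set per screening run, cut at about 7.5% in these data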;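 note: red hydrolysis product quenches plate fluorescence so inhibitors raise well fluorescence; 0% = enzyme with DMSO and 100% = DMSO without enzyme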
p-CIP stab down: p/CIP-EGFP fusion destabilizers, primary screen, fluorescence, F442A cells; Q05BA5; 16 h; decrease of EGFP signal, % at 10 µM; hit rate 0.01% among 290,000; AID 1984, 2009;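 active = EGFP signal decrease of at least 30% at 10 µM or well 3 SD below plate mean, unless failing retest; inactive = the rest, including hits failing retest or dose response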; note: some compounds called inactive have numbers as strong as hits; many of its hits are not listed in these tables
M18AAP inhibitor: PfM18AAP inhibitors, malaria aminopeptidase, primary screen, biochemical, QFRET, recombinant enzyme; hit rate 1.2% among 290,000; H-Glu-NHMec fluorogenic cleavage; AID 1822, 2009; M18 aspartyl aminopeptidase (Plasmodium falciparum 3D7); inhibition, % at 7.35 µM;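 active = inhibition above the campaign mean inhibition over all tested compounds plus 3 SD, cut at about 28% in these data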;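 note: 0% = plate median of test compound wells and 100% = 2 mM ZnCl2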
NALP1 inh: NALP1 inflammasome inhibitors in reconstituted yeast, colorimetric, S. cerevisiae, triplicate retest; S. cerevisiae NALP1/ASC/caspase-1 growth, X-gal OD620, 72 h; inhibition, % at 10 µM; hit rate 0.61% among 280,000; AID 2071, 2009; in the data active = inhibition mostly above about 24%, no sharp cut-off; inactive = mostly below about 32%; note: some compounds called inactive have numbers as strong as hits
Starred values were filed as active, the others as inactive; nt = not tested or not shown; & = joins results of further samples.

SMILES	IDE cell inh	PHOSPHO1 block	IMP-1 inhibitor	IDE act	GPR7 antagonist	VIM-2 inh	p-CIP stab down	M18AAP inhibitor	NALP1 inh
CC(Sc1ccc(Cl)cc1)C(=O)Nc1ccccc1C(=O)N1CCOCC1 (centres undefined)	4	-3	-2.8	3	-11	-5.3	0	-2	17
CC1CCCN(S(=O)(=O)c2ccc(-c3ccc(=O)[nH]n3)o2)C1 (centres undefined)	-1	38	-0.8	-3	2	2.2	-9	-15	23
Cc1cccc(OCc2nnc(SC(C)C(=O)O)n2Cc2ccccc2)c1 (centres undefined)	4	28	-2.7	4	1	-3.6	-22	5	-2
Cn1cc(/C=C(\NC(=O)c2ccccc2)C(=O)NCCCN2CCOCC2)c2ccccc21	-3	45	-0.9	3	1	-2.8	3	6	17
COc1ccc(C(CCN2CCCC2)c2c(O)cc(OC)cc2OC)cc1 (centres undefined)	-2	18	nt	-3	nt	nt	-13	nt	4
CCOC(=O)CNC(=S)N(Cc1ccc(C)cc1)Cc1ccc(C)o1	1	12	-2.1	6	5	-2.2	-9	22	24
COc1ccc(N2C(=O)CC(N3CCN(c4ccc(S(=O)(=O)N5CCCC5)cc4)CC3)C2=O)cc1 (centres undefined)	-2	9	0.3	7	-3	-2.8	1	1	8
CCCc1ccc(C(=O)NNc2cc(Cl)ccc2Cl)cc1	2	-6	-2.6	3	-21	-1.1	-34	-7	6
COc1ccc(/C=N/NC(=O)c2nc(Cl)c(Cl)c(N)c2Cl)cc1COc1ccccc1F	1	-6	-1.9	3	-5	-0.5	-11	4	-28
CCOc1cc(CNc2cccc3[nH]c(C)nc23)ccc1OC	-2	-2	-5.8	3	-2	-2.9	-4	3	-4
C/C(=C/CCC(C)[C@H]1CC[C@@]2(C)C3=C(CC[C@]12C)[C@@]1(C)CCC(=O)C(C)(C)[C@@H]1CC3)C(=O)O (some centres undefined)	1	6	-5.0	2	5	-3.3	-8	-1	28
COc1ccc(-c2cc3nc(-c4ccccc4)cc(N4CCCC(O)C4)n3n2)cc1 (centres undefined)	-3	40	-3.2	3	-7	-1.6	1	0	5
Cc1ccc(CNC(=O)C2CCCN(Cc3cnn(-c4ccccc4)c3-n3cccc3)C2)cc1 (centres undefined)	2	26	-1.9	2	-8	1.0	-2	-14	5
CCCCn1c(SCC(=O)c2ccc(OCC)cc2)nc2cc(S(N)(=O)=O)ccc21	5	30	-5.7	-2	-8	-2.0	-2	-10	4
COc1ccc(Br)c(C(=O)Nc2ccc(F)cc2)c1	4	34	-0.3	8	4	1.8	8	-8	19
CCCn1c(=O)n(C)c(=O)c2c(SCC(=O)NC34CC5CC(CC(C5)C3)C4)nc(CC(C)C)nc21	-4	-21	0.5	-1	-3	-1.7	-1	0	20
CN(CCO)CC(O)CN(c1ccccc1)c1ccccc1 (centres undefined)	2	16	-0.3	2	7	1.6	0	6	18
CCc1sc(C(=O)Nc2nccs2)cc1C	1	47	-2.8	-1	1	-3.4	-8	6	12
COc1ccc(N(CC(=O)N2CCOCC2)S(C)(=O)=O)cc1	1	36	-0.9	4	-13	-0.5	0	-8	15
CC(=O)OCc1c(C(F)(F)F)nn(C)c1Sc1ccccc1	0	33	-2.5	-7	-12	-2.4	-5	2	-11
CCCCCCCC(=O)Nc1ccc(C(=O)N/N=C/c2cccc([N+](=O)[O-])c2)cc1	2	23	-2.8	1	-7	-1.2	-15	0	-10
Cc1ccc(CSC2=Nc3sccc3C3=NC(=O)CN23)cc1	-1	-40	-0.4	-10	-7	-1.6	-12	17	5
CCC(CC)C(=O)Nc1c2c(nn1-c1ccc(OC)cc1)CS(=O)(=O)C2	1	17	-1.9	-1	16	0.7	-5	-3	12
CCOc1ccccc1-n1c(SCC(=O)Nc2ccc(CC)cc2)nc2n[nH]c(C)c2c1=N	-2	-2	-4.7	nt	-8	-4.0	-12	-15	13
O=C(C1CCC(CNc2c(N3CCCCC3)c(=O)c2=O)CC1)N1CCCC1 (centres undefined)	4	8	-4.6	-4	9	-2.0	5	-1	nt
CCc1nc(OCC(=O)c2ccccc2)c(C#N)c2c1COC(C)(C)C2	6	-11	-1.0	4	10	-3.2	-10	10	12
CCOC(=O)N1CCC(Nc2c(NCCN3CCN(c4cccc(Cl)c4)CC3)c(=O)c2=O)CC1	-1	6	-0.8	4	-4	3.7	-4	-1	1
C=C(C)COc1ccc(-c2n[nH]c(C)c2-c2ccccc2OC)c(O)c1	-3	38	-1.6	3	12	0.2	-4	-2	5
COc1ccc([N+](=O)[O-])cc1/C=N/NC(=O)Cc1ccccc1	2	29	-4.1	-1	-2	-2.7	13	1	5
COc1ccccc1CNC(=O)c1ccc(S(=O)(=O)N2CCCC2)cc1	-6	16	-2.5	6	-1	-5.2	-8	-2	5
COc1ccc(C(=O)OCC(=O)c2cc(OC)ccc2OC)c(OC)c1	-1	-4	0.1	9	3	7.0	11	-16	10
COc1ccccc1CN(Cc1nc2ccccc2c(=O)[nH]1)C(=O)Nc1ccc(C)cc1	-1	8	-4.3	4	-10	-3.2	0	1	16
CS/C(=N\S(=O)(=O)c1cccs1)NC(=O)CSc1nc2ccccc2s1	5	100*	-4.2	-2&0	-12	-1.1	0	-68	-4
COc1ccccc1N1CCN(S(=O)(=O)CCNC(=O)C23CC4CC(CC(C4)C2)C3)CC1	20*	22	-5.0	-20	-10	-0.8	-4	-3	6
Cc1ccc(C2=NN3C(=O)c4ccccc4C3C2)cc1 (centres undefined)	3	12	-2.2	1	-2	-3.5	-9	1	20
O=C(O)c1cc(O)ccc1NC(=O)C1CCCO1 (centres undefined)	-3	24	-2.1	3	-5	-2.3	-2	2	20

Reprinted from the part before: two compounds, then new ones.
SMILES	IDE cell inh	PHOSPHO1 block	IMP-1 inhibitor	IDE act	GPR7 antagonist	VIM-2 inh	p-CIP stab down	M18AAP inhibitor	NALP1 inh
Cc1ccc(C2=NN3C(=O)c4ccccc4C3C2)cc1 (centres undefined)	3	12	-2.2	1	-2	-3.5	-9	1	20
O=C(O)c1cc(O)ccc1NC(=O)C1CCCO1 (centres undefined)	-3	24	-2.1	3	-5	-2.3	-2	2	20
Cc1c(NC(=O)c2c(F)cccc2F)c(=O)n(-c2ccccc2)n1C	4	-16	-4.3	-1	2	-3.4	-8	-5	-29
COc1ccc(C2N(C(=O)C(F)(F)F)C(C)CN2S(=O)(=O)c2ccc(C)cc2)cc1 (centres undefined)	-2	32	0.2	0	3	-1.8	6	4	12
CCOC(=O)c1c(C)[nH]c(C)c1C(=O)CSc1nc(N)cc(=O)[nH]1	1	-3	-1.1	7	-5	-0.3	-2	1	2
COc1ccccc1N1CCN(c2ccc(-c3ccccc3)nn2)CC1	2	2	-2.5	-4	12	0.1	-7	4	11
O=C(c1cc2sccc2n1Cc1ccccc1)N1CCCc2ccccc21	-14	-13	-2.2	-1	14	-1.2	0	0	13
CCCC(=O)Nc1ccc(Cc2ccc(NC(=O)CCC)c(C(=O)O)c2)cc1C(=O)O	5	39	-1.7	7	-11	-1.9	-14	2	13
COc1ccc(S(=O)(=O)Nc2ccc(N3CCOCC3)cc2)cc1Br	0	0	-4.4	10	-1	-3.8	5	-9	16
O=C(CN1C(=O)CSc2ccc(S(=O)(=O)N3CCOCC3)cc21)NCc1cccnc1	1	16	-1.2	-2	-7	-4.9	-22	4	9
CN1CCC(=NNC(=O)CN(c2ccccc2)S(=O)(=O)c2ccccc2)CC1	1	23	-2.6	7	-11	0.3	-11	-10	9
O=C1COc2ccc(C(=O)COC(=O)CNC(=O)C3CCCCC3)cc2N1	-3	12	-2.4	4	-6	0.2	12	5	9
CN1C(=O)C2(OCC(COc3ccc(Cl)cc3)O2)c2ccccc21 (centres undefined)	-10	18	-1.4	2	-7	-3.0	-2	-7	18
O=S(=O)(NCc1ccco1)N1CCCCCC1	4	0	-6.2	2	-10	-3.6	-20	1	2
O=C(O)c1cc2ccc3cccc4ccc(c1)c2c34	-1	18	-1.6	2	-5	1.5	-1	-2	14
Cc1ccc2nc(-c3ccc(N4C(=O)CC(N5CCCC(C)C5)C4=O)cc3)sc2c1 (centres undefined)	nt	7	-2.4	nt	-1	-0.6	-7	-11	19
Cc1cccc(N2CCN(CCNC(=O)c3cc4c(s3)CS(=O)(=O)C4)CC2)c1C	4	17	-9.4	4	3	-2.3	-15	-2	-5
O=C(COC(=O)c1ccco1)NC1CCCC1	0	40	-1.7	0	1	0.8	7	-6	22
O=C(Nc1nncs1)c1cccc(S(=O)(=O)N2CCc3ccccc32)c1	-1	24	-1.6	5	-9	-2.9	1	10	10
CCn1nc(C)cc1C(=O)NC1CC(C)(C)Cc2c1cnn2-c1cccc(F)c1 (centres undefined)	4	16	-2.9	1	6	-2.0	-11	0	4
O=C(O)c1ccc[nH]c1=S	-2	3	-3.3	1	-8	-0.7	-2	3	-16
Cc1[nH]c2ccccc2c1C(c1ccccn1)N1CCCC1 (centres undefined)	0	-27	-1.2	0	-7	-2.6	-8	3	-16
S=C(NC1CCCCC1)NC1CC2CCC(C1)N2Cc1ccccc1 (centres undefined)	10	15	-2.6	10	2	-3.5	-16	0	0
Cc1nn(C)c(Cl)c1C(=O)NCC(=O)O	2	-55	-0.4	0	8	-0.3	-2	-19	19
Cc1ccc2[nH]c(=O)c(CN(C)C(=O)c3ccccn3)cc2c1	2	-23	-0.2	-1	-5	-3.1	-4	-5	3
O=C(CCNS(=O)(=O)c1cccc2nsnc12)NCc1ccco1	2	8	0.2	7	-6	-0.9	7	-8	11
Cc1cc(NC(c2cccnc2)c2ccc3cccnc3c2O)no1 (centres undefined)	5	21	-0.8	5	-12	-4.5	-12	3	12
COc1cc(NC(=O)CN2CCCCC2C)c(C)cc1[N+](=O)[O-] (centres undefined)	0	10	-3.0	5	-9	0.8	2	3	4
O=C(CCCCCN1C(=O)c2ccccc2C1=O)Nc1ccc2c(c1)OCCO2	-8	8	-2.1	6	-9	-6.1	-10	-16	-5
CC(C)(C)c1csc(Sc2ccc([N+](=O)[O-])cn2)n1	4	25	-2.8	2	2	-3.4	-6	-4	6
CS(=O)(=O)N1CCC(Oc2ccccc2C(=O)N2CCCCC2CO)CC1 (centres undefined)	-1	32	-2.5	3	-2	0.6	4	-15	-6
Cc1nn(-c2ccccc2)c2sc(C(=O)N3CCCCC3)cc12	-3	1	3.8	1	4	5.9	0	-4	nt
Cc1ccccc1OCC(=O)Nc1nnc(S(=O)(=O)N2CCCC2)s1	1	-42	0.0	5	8	-1.1	0	-11	19
O=C(NCC(=O)N1CCC(Cc2ccccc2)CC1)c1ccc(Cl)cc1	7	17	-4.4	2	-12	-2.3	-14	-2	1
CCCCn1c(N)c(N(CC)C(=O)c2cccc(OC)c2)c(=O)[nH]c1=O	-4	40	-4.7	2	-9	-0.3	0	-6	8
